LMP1 NFkB inh = inhibitors of Epstein-Barr LMP1-induced NF-kappaB reporter; LMP1-induced NF-kappaB luciferase reporter cells, luminescence; inhibition, % at 12.5 µM; 350,000 tested, 0.69% active; AID 504558; in the data active = inhibition above about 41%;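 note: 0% = neutral control wells and 100% = reference inhibitor control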
KKLEB tox = reduces viability of KKLEB cystic fibrosis airway cells; KKLEB CF airway cells viability, ATPlite luminescence, overnight; stronger effect = lower value; cells stimulated with P. aeruginosa culture filtrate; activity change (cytotoxicity), % at 5 µM; 360,000 tested, 0.36% active;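 active = corrected activity change at or below -50% at 5 µM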
TWEAK Fn14 block = TWEAK-Fn14 signaling inhibition; inhibition, % at 10 µM; TWEAK-stimulated Fn14 reporter cells, luciferase luminescence, 8 h; 360,000 tested, 2% active; AID 1159606; in the data active = inhibition above about 50%
TRAIL sens C8 = sensitizes caspase-8 expressing cells to TRAIL | 360,000 tested, 1% active | inhibition (viability loss, TRAIL sensitization), % at 10 µM | NB7+C8 cells + TRAIL, ATPlite viability luminescence | AID 624354;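 active = compounds causing at least 50% loss of cell viability in the single-dose screen, relative to plate controls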
NR2F2 inh = NR2F2 (human) inhibition, primary screen; inhibition, % at 8.6 µM; P24468; HEK293T NGFI-A luciferase reporter, luminescence; 370,000 tested, 0.7% active; AID 686940;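 active = inhibition above a per-plate cutoff, mean inhibition of test wells between control levels plus 3 SD, cut at about 38% in these data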;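 note: cells cotransfected with COUP-TFII expression vector driving the NGFI-A reporter; 0% = median of COUP-TF2 test wells and 100% = reporter-only cells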
NCOA1 inh = inhibitors of human steroid receptor coactivator 1 (SRC1); AID 588354; HEK293 GAL4-SRC1 luciferase reporter, luminescence; inhibition, % at 3.6 µM; 360,000 tested, 0.12% active; Q15788;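 active = inhibition above the campaign mean plus 3 SD, with each screening campaign given its own cutoff, cut at about 60% in these data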;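 note: 0% = DMSO treated cells and 100% = gossypol at 36 µM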
CF NFkB inh = cystic fibrosis NF-kB activation inhibition | KKLEB NF-kB-GFP reporter, PAF-induced, GFP fluorescence overnight | inhibition, % at 5 µM | 360,000 tested, 0.86% active | AID 588850;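 active = at least 50% inhibition at 5 µM, scaled per plate between neutral and stimulator controls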;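 note: PAF is a Pseudomonas aeruginosa culture filtrate used as stimulus; plate controls were PAF-stimulated DMSO wells for no effect and unstimulated DMSO wells for full effect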
SRC3 inh = human NCOA3 inhibition; 360,000 tested, 0.17% active; inhibition, % at 3.6 µM; AID 588352; HEK293 GAL4-SRC3 luciferase reporter, luminescence; Q9Y6Q9;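 active = inhibition above a per-campaign cutoff, the mean of all compounds plus 3 SD, cut at about 60% in these data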;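 note: 0% = DMSO-treated cells and 100% = gossypol-treated cells at 36 µM; higher means less SRC3-driven luciferase light from the GAL4 reporter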
LRH-1 inv ag = NR5A2 inverse agonism in reporter assay | AID 602396 | inhibition, % at 3.6 µM | HEK293T StAR-luciferase reporter, LRH-1 transfected, 24 h | 360,000 tested, 0.13% active;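 active = inhibition above the mean inhibition of all tested compounds plus 3 SD, cut at about 73% in these data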;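 note: 0% = DMSO wells and 100% = reporter-only cells lacking LRH-1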
SRC2 inh = human SRC2 (NCOA2) inhibition; AID 651957; 370,000 tested, 0.17% active; Q15596; HEK293 GAL4-SRC2 luciferase reporter, luminescence; inhibition, % at 9 µM;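 active = inhibition above the mean inhibition of all tested compounds plus 3 SD, set per campaign, cut at about 52% in these data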;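 note: 0% = DMSO treated cells and 100% = cells given Gossypol at 36 µM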
TROY NFkB inh = blocks TROY-dependent signaling in reporter cells; Q293 LMP1-TROYcd NF-kB luciferase reporter, 4 h; inhibition, % at 10 µM; 360,000 tested, 0.98% active; AID 1347056;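 active = compounds whose plate-normalised and pattern-corrected inhibition of the luciferase reporter signal at the single screening dose is 50% or more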
Active calls of the source: *; · = no result given.

mol	LMP1 NFkB inh	KKLEB tox	TWEAK Fn14 block	TRAIL sens C8	NR2F2 inh	NCOA1 inh	CF NFkB inh	SRC3 inh	LRH-1 inv ag	SRC2 inh	TROY NFkB inh
COc1ccc(C2c3c(oc4ccccc4c3=O)C(=O)N2CCN2CCOCC2)cc1OC (centres undefined)	-1	22	4	-13	9	-5	-19	14	-7	2	-26
C=CCNc1cc(=O)n(Cc2ccccc2)c(=O)[nH]1	2	-3	23	2	21	2	10	-6	5	-3	1
COc1cc(SC)ccc1C(=O)NCc1ccc(C)cc1	-10	9	-8	-8	-7	-7	-19	-14	-14	-11	-40
CC(=O)NN1C(=O)c2ccc(Oc3cccc([N+](=O)[O-])c3)cc2C1=O	0	-5	-1	-8	11	-12	-1	-9	16	10	-2
Cc1cc(C)n(CCc2nc3c4ccccc4n(CC#N)c(=O)n3n2)n1	-2	2	12	4	-5	-21	-6	-7	5	1	11
Cc1cc(C(=O)CSc2nn3c(=O)c(C(C)(C)C)nnc3s2)c(C)n1-c1ccc(F)cc1	-4	-18	-1	-6	2	-8	-8	-12	4	13	-4
Cc1nn2c(N3CCCC3)c3c(nc2c1-c1ccccc1)CCC3	·	-18	1	18	-2	-29	18	16	17	-16	6
CCn1ncc([N+](=O)[O-])c1C(=O)n1nc(C)cc1C	-4	-14	23	1	-8	-13	-14	3	-28	5	-82
O=C(Nc1ccc(N2CCN(c3ccc(C(F)(F)F)cn3)CC2)nc1)c1cccs1	10	3	-13	-9	8	9	15	2	-11	21	17
O=C1CC(=C2c3ccccc3-c3ccccc32)C(=O)N1CCCCN1CCN(c2ccccc2)CC1	-19	-3	-1	1	·	2	6	1	5	·	2
O=c1[nH]c2ccccc2n1Cc1ccccc1	-2	-3	11	3	-17	-12	-11	-2	10	-4	-3
CCOC(=O)N1CCN(C(=O)C(CC(C)C)NC(=O)C2CCCCC2)CC1 (centres undefined)	-7	11	1	-3	5	-18	15	22	7	-9	3
COc1ccc(C2C(C(=O)c3sc(C)nc3C)=C(O)C(=O)N2CCCn2ccnc2)cc1OC (centres undefined)	-5	4	-17	1	19	-4	4	2	6	-4	-5
CCN(CC)c1c([N+](=O)[O-])c(=O)n(C)c2ccccc12	-6	-8	-4	-4	3	9	2	6	9	7	7
CCN(CC)C(=O)c1ccc2nc([C@H]3C[C@H](O)[C@@H](CO)O3)[nH]c2c1	·	6	5	8	-11	-2	4	-4	24	-4	1
CC(NC(=O)Cc1ccc(-c2ccccc2)cc1)c1ccccc1 (centres undefined)	5	-5	10	5	11	-16	9	-17	-10	3	·
COc1ccc(N2CCC(CNC(=S)Nc3cccc(C)c3)C2)cc1 (centres undefined)	5	-11	-17	-7	3	9	-4	-1	-2	6	-4
CCOC(=O)c1cccc(P(C)(C)=O)c1	3	-1	1	-4	-20	-4	8	11	12	9	-21
O=c1ccc(NS(=O)(=O)c2ccccc2Cl)cn1Cc1ccc(Cl)c(Cl)c1	2	-2	3	13	7	-4	-6	-1	-7	14	-5
CCn1c(C)cc(/C=C2/NC(=O)N(Cc3ccccc3F)C2=O)c1C	0	-10	-2	-4	16	-22	-3	5	-9	-21	-3
O=C(Nc1ccccc1)C1Cc2ccccc2CN1C(=O)c1ccco1 (centres undefined)	-41	4	44	-18	-47	-91	2	-118	-112	-94	32
O=C(O)c1cc(-c2ccco2)[nH]n1	1	0	-5	-2	11	-1	-3	11	3	-4	3
O=C(COC(=O)C12CC3CC(CC(Br)(C3)C1)C2)Nc1c(F)cccc1F	-6	6	-3	19	-12	-13	-5	1	-1	-9	0
COc1cc(C(=O)NNC(=S)NC(=O)c2ccc(Cl)cc2)cc(OC)c1OC	10	6	11	14	2	0	-10	-5	17	6	-17
O=C(Nc1nnc(-c2ccccc2)o1)c1cccc(N2C(=O)CCC2=O)c1	3	0	13	6	6	-15	2	0	-7	2	-2
Cc1cc(NC(=O)c2cc(-c3ccccc3)on2)no1	9	3	-58	0	-6	-4	-3	-7	-8	-24	-51
CCC(C)OC(=O)C1=C(C)O[C@]23OC(N)=C(C#N)[C@]12C(=O)c1ccccc13 (some centres undefined)	7	0	10	-16	-15	-12	2	5	7	-24	1
CC(=O)Nc1ccc(NC(=O)CCC(=O)OCC(=O)c2ccc(C)c([N+](=O)[O-])c2)cc1	-8	0	-1	0	-12	9	4	9	0	16	-7
CCn1c(=S)sc2c(=O)n(CC(=O)NCCCc3ccccc3)c(C)nc21	7	3	-12	-8	-31	3	-7	-6	16	-16	-4
CSc1ncccc1C(=O)Nc1nc2ccc(F)cc2s1	15	24	76*	11	23	8	-25	29	24	26	55*
Cc1ccc2oc(C(=O)N(CCO)Cc3ccccc3)c(C)c2c1	5	-1	-15	-15	-1	-5	0	5	-10	-19	7
CC(=O)c1ccc(NC(=S)NCCCN2CCOCC2)cc1	4	-4	4	-8	-14	-14	2	6	-16	-9	9
CC(C)CCNC(=O)C1CCCN(S(=O)(=O)c2ccc(F)cc2)C1 (centres undefined)	-6	2	10	8	6	-12	1	0	-10	9	-7
CCn1nnnc1-c1ccc(OC)c(S(=O)(=O)Nc2ccc(C(=O)OC)cc2)c1	-1	8	-9	5	12	8	-12	27	14	8	3
COC(=O)[C@]1(Cc2ccccc2)N[C@H](CN(C)S(=O)(=O)c2ccc(F)cc2)[C@@H]2C(=O)N(C)C(=O)[C@@H]21	-3	-1	3	2	12	11	5	-4	12	22	-9
O=C(CN1CCOCC1)Nc1ccccc1C(=O)Nc1ccccc1	-3	-17	0	-7	17	-16	7	8	1	11	-6
Cc1cc(C)cc(N(C)S(=O)(=O)c2nnc(NC(=O)C(C)C)s2)c1	9	-4	-5	-20	5	-13	28	1	5	5	-4
COc1ccccc1Nc1ncc(C(=O)N2CCC(C(N)=O)CC2)c2ccccc12	6	-10	13	-3	8	-21	-21	-11	-3	-17	-2
Cc1cc(CNCc2cn(C)nc2-c2ccc(Oc3ccccc3)cc2)on1	-4	1	16	-6	11	-6	-18	10	4	-7	18
CS(=O)(=O)c1ccccc1C(=O)NC1CCCc2ccccc21 (centres undefined)	-6	18	-1	2	1	4	10	-3	-1	4	3
CCOC(=O)n1c(SCC(=O)N(CC)CC)nc2ccccc21	-9	-4	-20	4	0	-20	-8	8	-13	-14	-6
O=C(CSc1nc2c(c(=O)n1-c1ccc(F)cc1)SCC2)NCc1ccco1	-4	11	-4	-1	5	1	-7	13	16	-10	-7
CC1(C)N=C(N)NC(Nc2ccc(Cl)cc2)=N1	6	8	1	2	-13	-4	-10	-9	-8	6	-5
COCCN(C(=O)CSc1nc2ccc(Cl)cc2[nH]1)c1c(N)n(Cc2ccccc2)c(=O)[nH]c1=O	4	4	1	-1	7	8	-6	-11	0	24	7
CC(Sc1ccsc1[N+](=O)[O-])C(=O)NCc1ccco1 (centres undefined)	-7	-7	18	-2	0	6	6	-1	20	-1	-19
O=C(NC1CCCCC1)C(c1ccc2ncccc2c1)N(Cc1ccco1)C(=O)c1ccc2c(c1)OCCO2 (centres undefined)	6	7	14	-2	13	9	-8	8	5	22	17
c1ccc(-n2c(SCc3ccncc3)nnc2-c2ccco2)cc1	2	3	-4	-2	5	3	-5	-14	7	-15	0
O=C(CN(C(=O)CCNC(=O)c1ccco1)c1ccccc1)NC1CCCC1	7	-10	20	-4	-1	-24	0	9	-1	-13	-23
CCC(=O)N1C(=O)CCN(C(C)=O)c2ccccc21	5	10	-16	0	-6	11	-2	7	0	1	18
COc1ccc(S(=O)(=O)N2CCOCC2)cc1NC(=O)C1CCCN1C(=O)c1cccs1 (centres undefined)	-3	-17	2	-17	-18	1	1	20	1	12	-22
C=CCN(C(=O)c1csnn1)C(C(=O)NCc1ccc(F)cc1)c1ccc(F)cc1 (centres undefined)	-12	2	10	4	20	4	-9	-17	5	4	10
O=C(Nc1ccc(S(=O)(=O)N2CCOCC2)cc1)c1nn(-c2ccc(F)cc2)ccc1=O	0	-15	-11	-1	-5	17	-6	15	19	4	11
Cc1cc(C)c2nc(Cl)c(C3NC(=O)c4ccccc4N3)cc2c1 (centres undefined)	2	-9	13	-12	16	-12	1	-2	11	-13	13
O=C1CC(c2nc3ccccc3[nH]2)CN1c1ccccc1 (centres undefined)	3	-8	2	2	14	-7	-8	8	8	-16	-7
CCN(CC)CCNc1nc(C(F)(F)F)nc2c1nnn2Cc1ccccc1	1	-2	0	1	27	-3	11	-4	6	26	-6
CCOC(=O)N1CCN(C(=O)c2ccc3c(=O)n(CCC4=CCCCC4)c(=S)[nH]c3c2)CC1	15	-2	0	21	-2	-22	6	-3	1	-8	6
